# Source: PubChem BioAssay
# MRP-1 activ: activators of MRP-1. AID 799. 140,000 tested, 0.61% active. viability increase, % at 10 µM. H69AR cells + doxorubicin, viability rescue, CellTiter-Glo;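 active means viability gain under doxorubicin at or above a set limit, the compound median plus 3 SD, cut at about 4.7% in these data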;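 further: MRP-1 overexpressing cells given doxorubicin 25 µM after compound pretreatment; 18-22 h compound pretreatment then 72 h with doxorubicin before readout; 0% = doxorubicin-only wells and 100% = vehicle-treated cells without doxorubicin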
# Phagocyt inh: macrophage phagocytosis inhibition; J774A.1 macrophage IgG-bead phagocytosis, imaging; inhibition, % at 5 µM; 110,000 tested, 0.07% active;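 active means inhibition above the mean of the plate negative controls plus 5 SD, cut at about 13% in these data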;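 further: phagocytic index as fraction of beads internalized from green versus red external bead signal; plate controls were DMSO negative control for no effect and cytochalasin-D positive control for full effect; some results beyond the cut were filed as inactive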
# E-sel TNF inh: TNF alpha driven E-selectin expression inhibition; HUVEC TNFa-induced E-selectin immunofluorescence, high content; inhibition, % at 2 µM; 120,000 tested, 0.71% active;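 active means inhibition above the batch mean plus 3 SD, and confirmed as a hit on visual image review, cut at about 43% in these data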;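 further: 0% = TNF-stimulated DMSO wells and 100% = unstimulated control wells; not every result past the cut was called active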
# Yeast growth inh: reduces growth of yeast BB579 in restrictive medium | S. cerevisiae BB579 growth, OD615, 48 h | inhibition, % at 10 µM | 140,000 tested, 0.51% active | AID 804;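 active means inhibition above a set limit, 3 SD over the mean compound inhibition, cut at about 44% in these data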; further: inactives centre near -24
#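 System: Saccharomyces cerevisiae DeaD strain BB579, replicative lifespan model yeast | Buffer or medium: Restrictive glucose-based CSMM-D medium | Times: 4 h preincubation and 48 h exposure at 30 °C | Detection: OD615 turbidity measurement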
# Measles CPE: protection of cells from measles virus | 140,000 tested, 1.5% active | Measles virus-infected cells, CPE protection, absorbance | protection (pct of control), % at 4 µM; in the data active means protection mostly above about 24%, no sharp cut-off; inactive means mostly below about 26%; further: some compounds called inactive have numbers as strong as hits
# NPY-Y2 antag: NPY-Y2 (human) receptor antagonism; 140,000 tested, 0.99% active; NPY-Y2 expressing cells, antagonist mode; P49146; inhibition, % at 2.7 µM; in the data active means inhibition above about 17%;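 further: 0% = vehicle with agonist challenge and 100% = reference antagonist with challenge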
# Target sequence (P49146 whole entry, looked up): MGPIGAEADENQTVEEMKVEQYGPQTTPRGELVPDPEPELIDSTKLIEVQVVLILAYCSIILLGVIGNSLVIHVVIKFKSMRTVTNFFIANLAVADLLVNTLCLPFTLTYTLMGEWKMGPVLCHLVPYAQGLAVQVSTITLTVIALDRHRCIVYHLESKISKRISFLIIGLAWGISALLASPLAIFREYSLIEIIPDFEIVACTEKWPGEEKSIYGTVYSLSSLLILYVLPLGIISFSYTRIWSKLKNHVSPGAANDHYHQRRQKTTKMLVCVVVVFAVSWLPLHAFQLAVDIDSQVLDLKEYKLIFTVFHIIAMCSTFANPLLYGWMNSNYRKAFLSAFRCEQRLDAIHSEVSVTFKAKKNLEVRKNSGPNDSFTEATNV
# HCT116 bCat-KO: beta-catenin-lacking colon tumor cell growth suppression; HCT116 beta-catenin knockout viability, CellTiter-Glo, 60 h; stronger effect = lower value; viability, % at 10 µM; 140,000 tested, 1.5% active; AID 818;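 active means viability at or under a set limit, the compound median less 4 SD, cut at about 6% in these data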;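 further: 0% = Hyamine 1622 control at 20 µM and 100% = untreated cell control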
# GALR2 blocker: blocks the human galanin receptor 2; AID 828; GALR2-expressing cells, antagonist mode; inhibition, % at 4 µM; O43603; 140,000 tested, 0.39% active; in the data active means inhibition above about 27%;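 further: cells stimulated with galanin 1-16 at roughly its EC80; 0% = agonist challenge control and 100% = basal control without agonist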
# Target sequence (O43603 whole entry, looked up): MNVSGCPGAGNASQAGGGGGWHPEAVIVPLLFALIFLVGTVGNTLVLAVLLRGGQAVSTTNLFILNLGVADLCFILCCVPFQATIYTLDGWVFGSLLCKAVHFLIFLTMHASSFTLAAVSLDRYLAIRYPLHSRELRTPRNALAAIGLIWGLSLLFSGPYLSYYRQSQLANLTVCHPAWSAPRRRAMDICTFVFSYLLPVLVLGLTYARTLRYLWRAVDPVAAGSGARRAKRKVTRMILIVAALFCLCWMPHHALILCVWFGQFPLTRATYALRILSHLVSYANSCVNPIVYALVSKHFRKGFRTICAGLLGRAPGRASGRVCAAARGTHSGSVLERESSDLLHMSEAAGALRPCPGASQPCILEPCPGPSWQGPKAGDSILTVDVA
# HCT116 PTEN-null: growth suppressors of cells with PTEN tumor suppressor deletion; HCT116 PTEN-null viability, CellTiter-Glo, 60 h; stronger effect = lower value; AID 827; 140,000 tested, 1.2% active; viability, % at 10 µM;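 active means viability at or below a set limit, 4 SD under the median of all tested compounds, cut at about 3.7% in these data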;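 further: PTEN knockout HCT116 line with beta catenin targeted HCT116 as companion control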
# Yeast lifespan up: yeast lifespan extension; S. cerevisiae growth with nicotinamide, OD615; deaD strain in restrictive glucose medium; inhibition of the nicotinamide effect, % at 10 µM; 130,000 tested, 0.68% active; AID 775;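 active means inhibition above a set limit, placed 3 SD over the median of all compounds, cut at about 26% in these data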;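 further: 0% = nicotinamide-treated wells and 100% = cells grown without nicotinamide; some compounds called inactive have numbers as strong as hits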
#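 Test system: DeaD-strain S. cerevisiae / Buffer or medium: restrictive glucose medium / Also added: nicotinamide 1.5 mM / Doses: one concentration, 10 µM, DMSO 0.25% / Schedule: 48 h at 30 °C / Signal: OD615 measurement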
# * hit, by the source's call; . = no result given. An unsorted share of the library; 6.1% or so of the library scored in one or more.
cpd	mol	MRP-1 activ	Phagocyt inh	E-sel TNF inh	Yeast growth inh	Measles CPE
1	COc1cc2c(cc1OC)CN(C(=O)CSc1nc(N)c(C#N)cc1C#N)CC2	-3.9	-2	12	-7	20
2	CC1=[N+]([O-])C(N2CCOCC2)C(O)(c2ccccc2)C1 (centres undefined)	-1.9	0	-9	-29	29
3	Cc1ccc(CNC(=O)CCOc2ccc(C(C)(C)C)cc2)cc1	0.7	0	-16	-57	29
4	COc1ccc(-c2noc(CCCC(=O)NCCc3ccccc3)n2)cc1OC	-2.6	.	0	-20	6
5	C=C(C)Cn1c(CCNC(=O)CC)nc2ccccc21	-2.3	.	-10	-20	2
6	COc1ccc(N(CC(=O)NC2CCCC2)S(=O)(=O)c2c(C)[nH]c(=O)[nH]c2=O)cc1	0.7	1	.	-44	5
7	CC(=O)Nc1ccc(N=Nc2ccccc2)cc1	2.6	-7	.	-10	13
8	COCCSc1ccccc1C(=O)NCc1ccc2c(c1)OCO2	-4.2	.	-18	-17	26
9	Cc1onc(-c2ccccc2)c1C(=O)N1CCN(C/C=C/c2ccccc2)CC1	-5.2	0	40	-26	11
10	O=S(=O)(c1ccc(OCC(O)CN2CCc3ccccc3C2)cc1)N1CCOCC1 (centres undefined)	-2.1	-2	-7	-71	7
11	CCOC(=O)c1oc2ccccc2c1NC(=O)c1cccc(OC)c1OC	-4.7	5	15	-45	3
12	Cc1ccc(-c2cnc(N)n2C)cc1C	-3.0	-2	.	-9	3

cpd	NPY-Y2 antag	HCT116 bCat-KO	GALR2 blocker	HCT116 PTEN-null	Yeast lifespan up
1	3	82	4	90	-6
2	3	90	0	90	-26
3	6	96	-5	108	16
4	3	100	-1	88	-20
5	1	93	-8	85	-3
6	1	98	-9	105	-3
7	1	97	10	94	-7
8	-1	92	3	97	-22
9	4	65	4	73	-3
10	4	93	-8	104	-10
11	10	54	2	45	15
12	1	91	5	77	-11

cpd	mol	MRP-1 activ	Phagocyt inh	E-sel TNF inh	Yeast growth inh	Measles CPE
13	O=C(/C=C/c1ccc(Cl)cc1Cl)Nc1ccncc1	-3.3	-7	15	-19	8
14	CCc1ccc2[nH]cc(C(=O)OCCOC)c(=O)c2c1	0.1	-1	-16	-36	2
15	CC(C)Cn1c(N)c(S(=O)(=O)c2cccs2)c2nc3ccccc3nc21	-4.1	4	17	-23	19
16	Cc1ccc(C)c(C(C)NC(=O)C2C3CCC(O3)C2C(=O)O)c1 (centres undefined)	-5.1	0	36	2	11
17	CCOC(=O)c1cnc2ccccc2c1NCCc1ccc(OC)c(OC)c1	-2.9	-2	2	-31	4
18	NC(=O)c1ccc(N2CCCCC2)c(N2C(=O)CCC2=O)c1	-1.6	-3	.	-19	19
19	Cc1ccc(CC(=O)N2CCN(c3cccc(C(F)(F)F)c3)CC2)cc1	-2.7	2	-10	-29	7
20	COc1ccc2oc(C(F)(F)C(F)F)cc(=O)c2c1	1.4	0	-1	-14	12
21	Cc1cc(NC(=O)COC(=O)C2CCN(S(=O)(=O)c3cccc(Cl)c3Cl)CC2)no1	-2.5	0	-8	-27	2
22	Cc1ccc(NC(=O)C2(NC(=O)c3ccccn3)CCCCC2)cc1Br	-2.5	-1	.	-41	3
23	CCOc1ccc(NCC(=O)Nc2ccc(C)cc2C)cc1	-4.1	1	.	-41	3
24	CC1=C(C)/C(=N\OC(=O)/C=C/c2ccccc2)C=CC1=O	-4.7	1	-44	-46	22

cpd	NPY-Y2 antag	HCT116 bCat-KO	GALR2 blocker	HCT116 PTEN-null	Yeast lifespan up
13	6	48	-4	60	-5
14	3	90	9	87	-4
15	0	78	12	87	-23
16	1	89	-4	93	-5
17	10	49	-5	50	-4
18	2	95	-27	92	-8
19	9	80	10	86	-15
20	3	103	12	117	-12
21	8	88	5	99	-4
22	3	78	-2	68	-3
23	3	78	-11	77	-17
24	2	17	12	21	-18

cpd	mol	MRP-1 activ	Phagocyt inh	E-sel TNF inh	Yeast growth inh	Measles CPE
25	Cc1sc(NC(=O)CSc2nnc(COc3ccccc3)n2C)c(C#N)c1C	1.1	-2	-28	-41	9
26	COCCN(C(=S)Nc1ccc(OC)cc1)C(C)c1cccs1 (centres undefined)	-1.4	-2	.	-26	8
27	O=C(NCC1CCCO1)C(c1cccnc1)N(C(=O)Cc1cccs1)c1cccnc1 (centres undefined)	-1.4	.	9	-39	3
28	O=C(c1ccc(COc2ccc(Br)cc2)o1)N1N=C(C(F)F)CC1(O)C(F)F (centres undefined)	5.5*	-6	.	-7	13
29	COc1cc(-c2nc3cnccn3c2Nc2ccccc2)ccc1O	-3.6	0	.	21	1
30	COc1cc(NC(=O)C2CCCN(S(=O)(=O)c3cccc4nsnc34)C2)cc(OC)c1 (centres undefined)	-1.4	-5	4	-60	4
31	COc1ccc(C(=O)Nc2ccc(F)cc2F)cc1	0.0	-2	9	-53	2
32	O=C(COc1ccc(Cl)cc1Cl)NNC(=S)Nc1ccc(F)cc1	-3.3	1	-28	-19	20
33	COc1ccc(C(=O)NC(=S)NNC(=O)CCc2ccccc2)cc1	-5.4	.	-17	-11	-1
34	CCCc1noc2c1/C(=N\O)CC(c1ccccc1)C2 (centres undefined)	4.1	.	-10	-43	17
35	OC(c1ccc(Cl)cc1)c1nnc(-c2ccccc2)o1 (centres undefined)	-1.9	0	.	-27	36
36	O=C(Cc1ccc(Cl)cc1Cl)Nc1ccc(OC(F)F)c(Cl)c1	1.1	14	-12	-41	21

cpd	NPY-Y2 antag	HCT116 bCat-KO	GALR2 blocker	HCT116 PTEN-null	Yeast lifespan up
25	1	72	8	92	0
26	4	93	2	92	3
27	3	100	2	90	-16
28	5	91	8	91	4
29	-1	56	-6	45	-5
30	-1	71	10	73	-14
31	3	98	8	92	-10
32	1	94	-6	96	-3
33	0	11	-10	16	-5
34	2	85	-2	84	.
35	6	93	11	87	-8
36	4	87	-5	80	2

# Record cards, as listed above.
# `COc1cc2c(cc1OC)CN(C(=O)CSc1nc(N)c(C#N)cc1C#N)CC2` in the list: MRP-1 activ = -3.9; Phagocyt inh = -2; E-sel TNF inh = 12; Yeast growth inh = -7; Measles CPE = 20; NPY-Y2 antag = 3; HCT116 bCat-KO = 82; GALR2 blocker = 4; HCT116 PTEN-null = 90; Yeast lifespan up = -6
# `Cc1ccc(CNC(=O)CCOc2ccc(C(C)(C)C)cc2)cc1` in the list: MRP-1 activ = 0.7; Phagocyt inh = 0; E-sel TNF inh = -16; Yeast growth inh = -57; Measles CPE = 29; NPY-Y2 antag = 6; HCT116 bCat-KO = 96; GALR2 blocker = -5; HCT116 PTEN-null = 108; Yeast lifespan up = 16

# Going on with the list:
cpd	mol	MRP-1 activ	Phagocyt inh	E-sel TNF inh	Yeast growth inh	Measles CPE
37	COc1ccc(-c2c(C#N)c(N)nc3c2CCc2ccccc2-3)cc1OC	-2.6	.	-11	-56	9
38	Nc1c(CO)nnn1-c1ccccc1	-1.1	6	.	-6	8
39	Cc1ccc(NC(=O)CN(C)C(=O)c2ccc(C(F)(F)F)cc2)cc1	2.1	-1	3	-14	6
40	Oc1ccc(Br)cc1CN1CCCCCCC1	-1.3	0	.	-16	14
41	CCOc1cc(NC(=S)NCC(C)C)c(OCC)cc1NC(=O)c1ccco1	-3.5	-8	.	-24	29
42	Cc1ccc2cc(C#N)c(NCCCNC(=O)C3CCCO3)nc2c1 (centres undefined)	-2.8	-2	-30	-3	3
43	COc1ccc(S(=O)(=O)N2CCCN(S(=O)(=O)c3ccc(OC)c(C)c3)CC2)cc1C	-3.4	.	8	-11	14
44	O=Cc1cccn1Cc1ccc(Cl)cc1Cl	-0.2	-1	7	-39	12
45	CCCCOC(=O)c1ccc(NC(=O)c2cc(Cl)ccc2OC)cc1	2.3	0	-10	-6	5
46	C1CCc2c(nnc3c2-c2nonc2CC3)C1	-0.9	0	-21	-36	19
47	COC(=O)/C(=N\Nc1ccccc1)Sc1nnc(-c2ccc(OC)cc2)n1C	-1.0	-2	.	-13	4
48	N#CCc1c(C#N)c(N)nc(N2CCN(Cc3ccc4c(c3)OCO4)CC2)c1C#N	0.7	1	3	-59	5

cpd	NPY-Y2 antag	HCT116 bCat-KO	GALR2 blocker	HCT116 PTEN-null	Yeast lifespan up
37	12	19	13	8	-7
38	2	105	16	102	6
39	0	99	-6	93	3
40	5	93	6	106	3
41	0	86	-2	81	-1
42	0	96	10	84	-6
43	2	49	12	50	.
44	8	72	-9	79	-1
45	2	86	6	71	0
46	0	102	-3	98	-1
47	1	87	-3	92	6
48	6	94	3	87	-3

cpd	mol	MRP-1 activ	Phagocyt inh	E-sel TNF inh	Yeast growth inh	Measles CPE
49	Cc1ccnc(NS(=O)(=O)c2ccc(NC(=O)C3CCCO3)cc2)n1 (centres undefined)	-1.5	0	.	-24	6
50	CCc1nc(NCC2CCCO2)c(C#N)c2c1COC(C)(C)C2 (centres undefined)	-3.7	.	-14	-17	10
51	CCCn1c2c(c(O)c(C(=O)Nc3nc(C)cs3)c1=O)CCCC2	0.2	.	.	-31	6
52	Cc1ccccc1-n1c(-c2ccc(Cl)cc2)cnc1SCC(=O)NC1CCS(=O)(=O)C1 (centres undefined)	-3.1	-2	.	14	5
53	Cc1csc(NC(=O)CSc2nnc(NC(=O)COc3ccccc3)s2)n1	-2.9	1	.	-21	9
54	O=C(NCc1cccnc1)C1CC(=O)N(CCc2ccccc2)C1 (centres undefined)	0.4	0	4	-23	13
55	CCCCCc1cc(O)c2c(C)cc(=O)oc2c1	-5.6	1	-29	-41	63*
56	Cc1c(NC(=S)N/N=C/C=C/c2ccc([N+](=O)[O-])cc2)c(=O)n(-c2ccccc2)n1C	-2.2	-2	-34	-39	2
57	COc1ccc(-c2nnnn2C)cc1S(=O)(=O)NCCc1ccccc1	-2.4	.	.	4	8
58	CCCOc1nc(N)c(C#N)c(-c2ccccc2F)c1C#N	-2.4	-5	-1	-15	12
59	Cc1[nH]c2ccccc2c1CCO	-1.3	0	-1	-55	8

cpd	NPY-Y2 antag	HCT116 bCat-KO	GALR2 blocker	HCT116 PTEN-null	Yeast lifespan up
49	1	94	3	97	-5
50	2	85	4	86	-4
51	1	97	3	86	-16
52	1	76	7	76	-1
53	0	92	4	101	3
54	5	96	-13	101	-5
55	7	36	13	31	-25
56	1	87	-33	82	-2
57	0	98	-6	95	.
58	5	89	9	88	-4
59	-2	87	-16	105	-9

# Some of these compounds in order of count of non-hydrogen atoms, low to high.
cpd	mol	MRP-1 activ	Phagocyt inh	E-sel TNF inh	Yeast growth inh	Measles CPE
54	O=C(NCc1cccnc1)C1CC(=O)N(CCc2ccccc2)C1 (centres undefined)	0.4	0	4	-23	13
49	Cc1ccnc(NS(=O)(=O)c2ccc(NC(=O)C3CCCO3)cc2)n1 (centres undefined)	-1.5	0	.	-24	6
56	Cc1c(NC(=S)N/N=C/C=C/c2ccc([N+](=O)[O-])cc2)c(=O)n(-c2ccccc2)n1C	-2.2	-2	-34	-39	2

cpd	NPY-Y2 antag	HCT116 bCat-KO	GALR2 blocker	HCT116 PTEN-null	Yeast lifespan up
54	5	96	-13	101	-5
49	1	94	3	97	-5
56	1	87	-33	82	-2
